D2 antagonist: antagonists of human D2 dopamine receptor. P14416. HEK293 TREx D2 cells, calcium flux, dopamine EC80. inhibition, % at 10 µM. hit rate 2% among 340,000; in the data active = inhibition above about 30%; note: 0% is about no effect
Target sequence (P14416 whole entry, looked up): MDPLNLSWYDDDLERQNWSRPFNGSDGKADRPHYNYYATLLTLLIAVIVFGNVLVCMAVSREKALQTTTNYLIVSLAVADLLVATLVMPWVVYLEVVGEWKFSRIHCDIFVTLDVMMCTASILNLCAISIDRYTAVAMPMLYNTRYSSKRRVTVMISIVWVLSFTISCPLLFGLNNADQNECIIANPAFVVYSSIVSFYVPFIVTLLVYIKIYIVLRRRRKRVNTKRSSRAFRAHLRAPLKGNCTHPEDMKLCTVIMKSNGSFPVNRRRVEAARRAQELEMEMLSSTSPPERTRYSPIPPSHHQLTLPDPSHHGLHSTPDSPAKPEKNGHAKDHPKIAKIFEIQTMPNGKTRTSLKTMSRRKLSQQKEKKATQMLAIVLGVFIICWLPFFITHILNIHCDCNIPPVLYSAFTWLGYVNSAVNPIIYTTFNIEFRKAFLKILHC
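In this primary screen, negative modulation is detected by tracking calcium flux after an EC80 dopamine challenge in inducible HEK293 T-REx D2 cells preexposed to test compound for 180 s.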
Glioma ERSR ind: induces the endoplasmic reticulum stress response in human glioma cells; U87-MG GRP78 promoter luciferase reporter, 16 h; Potency, µM, inactives show top-dose activation, most hits filed as activators; hit rate 0.02% among 420,000; note: potency is the fitted concentration of half-maximal effect; series mostly up to about 76 µM; % of control where 0% means no effect; nearly all actives have a fitted effect of over 35% in size
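Stably transfected U87-MG glioma cells carrying a GRP78-based luciferase sensor; 16 h compound incubation. Luminescence end-point read 10 min after Bright-Glo addition at room temperature.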
Vif-APOBEC3F blk: blocks the Vif interaction with APOBEC3F; HeLa A3F-eYFP + Vif (tagged APOBEC3F with the HIV-1 protein that degrades it), YFP fluorescence increase; Potency, µM (series often up to 46.1 µM), inactives show at the top dose activity, negative = active; hit rate 0.2% among 390,000; AID 602313; note: potency is the fitted concentration of half-maximal effect; % of control where 0% means no effect; nearly all actives have a fitted effect of over 65% in size
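HeLa cells stably expressing A3F-eYFP plus Vif, plated and incubated overnight at 37 deg C, then exposed to compounds overnight at 37 deg C. Blocked degradation read as raised yellow fluorescence (Ex 488/Em 500-530).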
LDHA block: blocks human lactate dehydrogenase A; P00338; purified LDHA, NADH/diaphorase-resazurin fluorescence; stronger effect = lower value; activity change, % (values are at about 110 or 230 µM); hit rate 0.15% among 480,000; AID 1347041; in the data active = activity change below about -30%; inconclusive = mostly about -25% to -30%;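 note: plate controls were DMSO wells for no effect and wells without enzyme for full effect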
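LDH5 2 nM; NADH 0.06 mM, pyruvate 0.2 mM; 200 mM Tris pH 7.4, EDTA, Tween-20; 5 min RT. Detection: diaphorase 0.133 mg/mL + resazurin 37 µM, fluorescence ex540/em590 at 0 and 20 min; normalized to enzyme-free and DMSO wells.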
ALOX12 inh: inhibitors of human 12S-lipoxygenase ALOX12; P18054; purified 12hLO, xylenol orange hydroperoxide absorbance; Potency, µM (highest dose often 108 µM), inactives show top-dose activity change, negative = inhibition, most hits filed as inhibitors; hit rate 1.1% among 580,000; AID 1671190; note: potency is the fitted concentration of half-maximal effect; % is set by controls: 0 for no effect and ±100 for the full control effect
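Purified human 12hLO (150 nM final) in 25 mM Hepes, 0.01% Triton X-100, pH 7.0 was preincubated 15 min at room temperature with compound. Then 40 uM arachidonic acid was added, 30 min. Hydroperoxide was read by Fe-XO absorbance ratio 573/405 nm.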
Vif-A3G inh: blocks the Vif interaction with human APOBEC3G. Q9HC16. HeLa A3G-eYFP + Vif (tagged APOBEC3G with the HIV-1 protein that degrades it), YFP fluorescence, overnight. Potency, µM (series often up to 46.1 µM), for the others: at the highest dose activity, negative = active, most hits filed as inhibitors. hit rate 0.076% among 410,000;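 note: potency is the fitted concentration of half-maximal effect; % is set by controls: 0 for no effect and ±100 for the full control effect; nearly all actives have a fitted effect of over 60% in size; hits raise eYFP signal because A3G escapes Vif-driven loss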
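Read-out is eYFP fluorescence (Ex 488/Em 500-530) from Vif-expressing HeLa A3G-eYFP cells; more signal means A3G escaped Vif-mediated degradation. Cells plated overnight, compound pinned in, incubated overnight at 37 deg C.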
ERG-DNA inh: blocks human ERG Ets domain binding to DNA | fluorescence polarization, His-ERG Ets domain / labelled DNA | hit rate 0.028% among 370,000 | AID 624246 | P11308 | Potency, µM (doses to about 76.9 µM), inactives show at the highest dose FP activity, negative = inhibition, actives largely listed as inhibitors; active = well fitted inhibition curve with a large enough effect in the polarisation, with a control signal flat; inconclusive = small, poorly fitted or top-dose-only effect, or effect the other way, or a change in a side signal; inactive = no such curve, though single readings can be large or run the other way; the % refers to the polarisation;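 note: polarization taken with two DNA probes labelled with fluorescein and Texas red; potency is the fitted concentration of half-maximal effect; % of control where 0% means no effect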
Target sequence (P11308 whole entry, looked up, the tested form may be a part): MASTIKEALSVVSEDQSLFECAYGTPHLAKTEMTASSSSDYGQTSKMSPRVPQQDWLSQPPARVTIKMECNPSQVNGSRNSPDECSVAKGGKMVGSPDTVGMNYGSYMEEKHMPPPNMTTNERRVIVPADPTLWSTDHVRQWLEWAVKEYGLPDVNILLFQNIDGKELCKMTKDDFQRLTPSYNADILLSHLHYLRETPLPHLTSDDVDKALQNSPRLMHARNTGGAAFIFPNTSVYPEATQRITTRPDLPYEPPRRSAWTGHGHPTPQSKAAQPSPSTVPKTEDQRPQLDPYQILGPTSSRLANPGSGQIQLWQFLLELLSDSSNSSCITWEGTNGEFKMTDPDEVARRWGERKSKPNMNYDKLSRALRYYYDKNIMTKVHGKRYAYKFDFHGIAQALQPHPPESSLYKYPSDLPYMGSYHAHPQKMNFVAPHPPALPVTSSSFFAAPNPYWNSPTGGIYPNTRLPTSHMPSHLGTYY
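His-tagged ERG Ets domain (1 uM in the protein solution; 300mM KCl, 50mM Tris-HCl, 1mM EDTA, 1mM DTT, pH 7.5) received compound, then a probe mix of 5 nM fluorescein-DNA and 100nM Texas-615-DNA. Fluorescence polarization was read for both dyes.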
D2 agonist: agonists of human D2 dopamine receptor. P14416. HEK293 T-REx D2 cells, calcium flux agonist mode. activation, % at 2 µM. hit rate 0.53% among 340,000. AID 485358;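 active = activation over 3 SD above normal in the single-dose calcium agonist read, cut at about 30% in these data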; note: 0% is about no effect
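HEK293 Trex D2 cells, tetracycline-induced, o/n 30 C 5% CO2; no-wash Ca dye, RT 30–90 min; 10-cycle baseline, 23 nl cpd added, kinetic Ca read 180 s; agonist hits = positive Ca response.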
RGS4 inh: blocks human RGS4-accelerated GTP hydrolysis; P49798; hit rate 0.039% among 390,000; Transcreener GDP fluorescence polarization, RGS4-accelerated GTP hydrolysis; AID 504845; Potency, µM (top dose mostly 114 µM), for inactives: at the highest dose activity change, negative = inhibition, hits mostly inhibitors; note: potency is the fitted concentration of half-maximal effect; % is set by controls: 0 for no effect and ±100 for the full control effect; nearly all actives have a fitted effect of over 75% in size; some results filed as inactive show a strong effect at the top dose
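MLSMR compounds (23 nl, pin-transferred) preincubated 10 min at room temperature with a 500nM (2x) first reagent, then RGS4 at 900nM (2x) plus Transcreener GDP mix added; fluorescence polarization (620/688 nm) read before and after 90 min at 30 °C.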
Active calls of the source: *; ? = inconclusive; nt = no result given; & = joins results of further samples; [ ] = dose if it differs, or a comment. Unless noted, calls come from the whole dose curve; as a rule, active = well fitted curve in the direction sought with a large enough effect; inconclusive = small, poorly fitted or top-dose-only effect, or another doubt; inactive = no such curve, though single readings can be large; an effect the other way counts as inactive or inconclusive.

SMILES	D2 antagonist	Glioma ERSR ind	Vif-APOBEC3F blk	LDHA block	ALOX12 inh	Vif-A3G inh	ERG-DNA inh	D2 agonist	RGS4 inh
O=C(c1cccc(Cl)c1)N1CCN(S(=O)(=O)c2ccc(Cl)s2)CC1	1	-4%	2%	-1	160%[activator]	0%	7%	0.1	7%
O=C(c1ccc(F)cc1)c1ccc(CN2C(=O)c3ccccc3C2=O)o1	9	-7%	-4%	-6	-4%	0%	-2%	-1.6	-3%
COc1cc2cc(CCO)oc(=O)c2cc1OC	nt	-1%	-6%	0	-1%	-1%	11%	nt	-11%
COCCn1c(N)c(S(=O)(=O)c2cccs2)c2nc3ccccc3nc21	0	-3%	-4%	1	-33%	-5%	nt	-0.9	-6%
CCCC(=O)Nc1nnc(SCC(=O)NCc2cccs2)s1	5	-3%	-8%	-4	-24%	0%	-1%	-0.8	-2%
CCOC(=O)C1CCN(C(=O)c2sc3ncn(CC(=O)N4CCCCC4)c(=O)c3c2C)CC1	nt	-5%	-2%	-3	20%	-3%	nt	nt	nt
O=c1[nH]ncc(NCc2ccc(Cl)cc2)c1Cl	-16	1%	6%	3	5%	2%	-1%	-0.9	-3%
CC(C)CN1CCN(Cc2cccc3ncccc23)CC1CCO (configuration not stated)	7	-5%	-7%	-4	6%	0%	-2%	-0.1	-20%
Cc1noc(C)c1S(=O)(=O)N(CC(=O)N1CCc2ccccc21)c1ccc(C(C)C)cc1	3	-4%	-1%	-4	13%	1%	4%	0.7	-4%
Cn1nc(C(=O)Nc2nc(-c3ccc(F)cc3)cs2)ccc1=O	3	-1%	-1%	-1	?	4%	-1%	-0.2	-23%
Clc1ccccc1/C=C/C=N/Nc1nc(N2CCOCC2)nc(N2CCOCC2)n1	nt	-5%	0%	2	1%	-3%	8%	nt	-17%
N/C(=N\OS(=O)(=O)c1ccc(Cl)cc1)c1ccncc1	1	-2%	-2%	-1	-20%	0%	nt	1.0	-11%
Cc1ccc(C)c(S(=O)(=O)N2CCN(C(=O)c3cccn3C)CC2)c1	2	-2%	6%	-6	2%	2%	-11%	-0.4	3%
CC(C)Cc1ccc(S(=O)(=O)N2CCCC2)cc1	19	-3%	-2%	3	24%	1%	0%	0.1	4%
COc1ccc(C)cc1S(=O)(=O)N(CC(=O)Nc1cc([N+](=O)[O-])ccc1C)c1ccc(C)c(C)c1	-8	-2%	-4%	-6	0%	-1%	-1%	1.3	7%
O=C1CN(S(=O)(=O)c2cc(Cl)ccc2Cl)CCN1	-17	-2%	-11%	-5	-4%	1%	2%	-0.3	22%
CC(=O)Nc1ccc2nc(-c3ccncc3)[nH]c2c1	11	-4%	4%	0	2%	0%	0%	0.3	-7%
Cc1cccc(OCCC(=O)Nc2cc(S(=O)(=O)N3CCCCC3)ccc2N2CCOCC2)c1	1	-2%	4%	1	-9%	-3%	-11%	0.5	-10%
CCN1C/C(=C/c2ccc(OC)c(O)c2)C(=O)/C(=C/c2ccc(OC)c(O)c2)C1	10	-5%	-2%	0	-16%	-1%	2%	0.5	-14%
COc1ccc(C(=O)Nc2ccc(N3CCOCC3)cc2)cc1S(=O)(=O)NC1CCCC1	-5	-2%	2%	3	-8%	3%	0%	1.2	-1%
Cn1ccnc1C(=O)c1cc(=O)c2ccccc2o1	-2	-1%	-10%	-3	-13%	-3%	nt	0.8	12%
CCc1ccc2oc(=O)cc(CN3CCOCC3)c2c1	16	-3%	3%	-4&3	0%&18%	2%	-7%	0.1	31%
COc1ccc(N(C(=O)c2ccccc2C)S(=O)(=O)c2ccc3c(c2)n(C)c(=O)n3C)cc1	nt	-3%	-6%	-10	-6%	-6%	0%	0.2	1%
CC1Cc2ccccc2N1C(=O)C12CCC(C)(C(=O)C1)C2(C)C (configuration not stated)	32*	0%	-4%	1	-4%	-1%	-1%	0.6	6%
CC[C@H](C)[C@H](NC(=O)OCc1ccccc1)C(=O)OCC(=O)N1CCN(c2ccc(F)cc2)CC1	nt	2%	4%	2	470%[activator]	4%	-6%	nt	-10%
SMILES	D2 antagonist	Glioma ERSR ind	Vif-APOBEC3F blk	LDHA block	ALOX12 inh	Vif-A3G inh	ERG-DNA inh	D2 agonist	RGS4 inh
COc1ccc(NC(=O)CSc2nnc(-c3cnccn3)n2C)cc1OC	1	-7%	-11%	-3	10%	1%	2%	-1.4	10%
CCSc1ncc(Cl)c(C(=O)Nc2c(C(=O)Nc3cccc(C)c3)oc3ccccc23)n1	nt	nt	nt	4	-1%	nt	9%	0.6	-27%
CCCc1cc(=O)[nH]c(SCC(=O)N(C)Cc2ccccc2)n1	17	-2%	-5%	-5	0%	0%	-8%	-2.1	-5%[11.4 µM]
O=C(COC(=O)C1CCCC1)Nc1cccc(Cl)c1Cl	nt	1%	-8%	-19	12%	0%	-4%	nt	9%
CCC(C)NC(=O)c1ccccc1-c1nc2ccccc2[nH]1 (configuration not stated)	2	-4%	-10%	-10	-5%	-1%	-5%	-0.1	-9%
CN1CCN(CCCC(=O)c2ccc(C3CCCC3)cc2)CC1	-7	-1%	-4%	-3	?	0%	1%	0.6	5%
O=C(COC(=O)c1ccco1)Nc1ccc([N+](=O)[O-])cc1Cl	-12	-2%	?	-2	-6%	1%	10%	2.0	15%
O=C(C1CCN(c2ncnc3c2nc2n3CCCCC2)CC1)N1CCN(c2ccccc2F)CC1	5	-2%&-1%	-3%&0%	-5&-9	?	0%&-3%	0%&-5%	28&1.3	7%&-7%
COc1ccccc1NC(=O)Cn1cnc2sc(C)c(S(=O)(=O)N3CCCCC3)c2c1=O	-9	-4%	-10%	-2	-5%	3%	17%	0.2	11%
O=[N+]([O-])c1ccc(CN2CC(N3CCN(CC4CC4)CC3)CS2(=O)=O)cc1 (configuration not stated)	nt	0%	-12%	-2	-6%	-1%	nt	nt	nt
CCOc1ccc(N(C(=O)Cn2nnc3ccccc32)C(C(=O)NCc2ccccc2)c2ccc(OC)cc2)cc1 (configuration not stated)	nt	-4%	5%	-3	0%	-3%	7%	nt	-5%
CCc1nc(C)ccc1OCC(=O)N1CCc2c([nH]c3ccccc23)C1c1ccccn1 (configuration not stated)	-5	-3%	-2%	2	-17%	0%	0%	-0.6	4%
O=C(Nc1ccc(F)cc1F)c1cc2ncc(CCCl)cn2n1	-6	2%	-25%	-3	9%	-5%	-2%	4.1	15%
CC(C)c1cc(=O)n2[nH]c(N)nc2n1	18	-4%	6%	-6	6%	-1%	-1%	0.3	6%
CCOc1ccc(NC(=O)c2ccc(NC(=O)CCS(=O)(=O)c3cccs3)cc2)cc1	nt	-5%	1%	?	-6%	-4%	0%	0.6	12%
CSc1ccc(CN2CCN(C(C)C)C(CCO)C2)cc1 (configuration not stated)	-6	-5%	3%	-8	-2%	4%	2%	-0.6	7%
C[C@H](NC(=O)OC(C)(C)C)C(=O)N/N=C/c1cccc2nccnc12	9	-4%	4%	-2	-3%	0%	-6%	-0.6	-3%
CCCc1cnc2c(c1SCC(=O)Nc1ccccc1F)c(=O)n(C)c(=O)n2C	nt	-5%	0%	-4	-22%	1%	6%	0.6	5%
O=C(COC(=O)c1ccc2c(c1Cl)C(=O)c1ccccc1C2=O)NC1CC1	13	-2%	-9%	25	10%	-11%	8%	0.2	16%
Cc1nnc(NC(=O)CN2CCN(Cc3ccc(F)cc3Cl)CC2)s1	-7	-3%	2%	-4	4%	9%	-11%	3.2	-2%
O=C(CSc1nc2ccccc2nc1SCC(=O)N1CCCCC1)N1CCCCC1	-1	0%	5%	1	12%	-1%	nt	-0.2	-18%
O=C(O)c1ncc(Cl)c(Cl)c1Cl	-16&-7	-2%&-1%	6%&15%	-8&0	?	5%&2%	0%&-1%	1.8&0.8	6%&7%
O=C(C1CCCCC1)N1C[C@H](n2cc(-c3ccc(F)cc3)nn2)[C@@H](O)C[C@@H]1c1ccccc1	nt	-1%	-4%	-9	13%	-5%	nt	nt	nt
Cc1cc(Nc2ccccc2)nn1C(=O)c1ccc(Cl)cc1	20	6%	2%	-4	-10%	0%	-1%	-0.5	14%
CCN(CC)CC(O)CCCCCCCCC(=O)OC (configuration not stated)	-7	-5%	-7%	-3	68%[activator]	1%	-17%	-0.2	-8%
SMILES	D2 antagonist	Glioma ERSR ind	Vif-APOBEC3F blk	LDHA block	ALOX12 inh	Vif-A3G inh	ERG-DNA inh	D2 agonist	RGS4 inh
CCOC(=O)C1Oc2ccccc2C(C(=O)OC)=C1C(=O)OC (configuration not stated)	nt	-3%&-4%	-5%	-5	nt	-2%	8%	nt	-4%
Cc1cc(Cl)c(S(=O)(=O)Nc2ccon2)cc1OCC(=O)NC1CCCCC1	-24	-6%	-8%	-3	-15%	1%	1%	0.6	-4%[11.4 µM]
COc1ccccc1N1CCN(Cc2cc(=O)c(OCC(=O)Nc3ccccc3)co2)CC1	-6	2%	-5%	-3	-14%	0%	6%	-0.5	22%
C[C@H](CO)N1C[C@H](C)[C@@H](CN(C)Cc2ccc(Cl)c(Cl)c2)Oc2c(NC(=O)Cc3ccccc3)cccc2C1=O	nt	-2%	-4%	0	-14%	-7%	8%	nt	13%
CCn1c(=O)c(CCC(=O)NCCN2CCOCC2)c(C)c2c(C)nn(-c3cccc(C)c3)c21	3	-3%	0%	-3	-3%	1%	-7%	0.0	-37%[56.9 µM]
C=C(C)CN=C1NN=C(c2cc(C)n(-c3ccc(C)cc3)c2C)CS1	10	-2%	0%	0	?	-6%	6%	-0.9	-24%

Not all compounds are listed; the hit share may differ from the screen's.
